CHRM4 antagonist – human M4 muscarinic receptor antagonists, primary screen, CHO cells, Fluo-8 calcium fluorescence. CHO-hM4 cells, ACh EC80. inhibition, % at 3 µM. 360,000 compounds, 0.73% hits. AID 624125, 2012;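 active = inhibition above its plate's cutoff, the mean inhibition of sample wells plus 3 SD, cut at about 27% in these data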;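 also: 0% = acetylcholine EC80 with DMSO and 100% = DMSO without agonist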
CHRM5 agonist – human M5 muscarinic receptor agonists, primary screen, CHO-K1 cells, Fluo-8 calcium fluorescence; Muscarinic acetylcholine receptor M5 (Homo sapiens), P08912; CHO-K1 hM5 cells; 0% DMSO wells, 100% maximal acetylcholine response; activation, % at 3 µM; 360,000 compounds, 0.19% hits;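 active = activation above the run's mean over test compounds plus 3 SD, cut at about 23% in these data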;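 also: signal is peak over basal fluorescence ratio across the kinetic read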
Target sequence (P08912 whole entry, looked up): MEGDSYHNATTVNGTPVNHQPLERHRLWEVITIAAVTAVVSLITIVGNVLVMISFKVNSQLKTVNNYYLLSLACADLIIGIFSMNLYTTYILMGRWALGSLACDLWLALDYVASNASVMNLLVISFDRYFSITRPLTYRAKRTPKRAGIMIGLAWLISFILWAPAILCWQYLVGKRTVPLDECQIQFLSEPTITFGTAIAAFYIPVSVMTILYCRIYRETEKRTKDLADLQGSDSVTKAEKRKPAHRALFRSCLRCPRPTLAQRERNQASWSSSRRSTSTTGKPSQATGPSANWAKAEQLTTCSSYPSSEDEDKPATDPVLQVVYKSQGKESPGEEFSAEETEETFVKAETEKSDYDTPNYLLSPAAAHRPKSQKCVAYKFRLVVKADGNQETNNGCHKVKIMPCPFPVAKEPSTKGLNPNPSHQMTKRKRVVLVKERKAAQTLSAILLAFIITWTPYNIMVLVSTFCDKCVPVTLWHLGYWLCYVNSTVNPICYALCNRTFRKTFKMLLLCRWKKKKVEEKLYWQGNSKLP
TAAR1 agonist – human TAAR1 agonists, primary screen, Fluo-8 calcium fluorescence, CHO RD-HGA16 cells | 360,000 compounds, 0.99% hits | Trace amine-associated receptor 1 (Homo sapiens), Q96RJ0 | activation, % at 3 µM | vehicle wells 0%, saturating PEA agonist 100% | AID 624467, 2012;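 active = activation above the mean activation of all test compounds in the run plus 3 SD, cut at about 38% in these data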
Target sequence (Q96RJ0 whole entry, looked up): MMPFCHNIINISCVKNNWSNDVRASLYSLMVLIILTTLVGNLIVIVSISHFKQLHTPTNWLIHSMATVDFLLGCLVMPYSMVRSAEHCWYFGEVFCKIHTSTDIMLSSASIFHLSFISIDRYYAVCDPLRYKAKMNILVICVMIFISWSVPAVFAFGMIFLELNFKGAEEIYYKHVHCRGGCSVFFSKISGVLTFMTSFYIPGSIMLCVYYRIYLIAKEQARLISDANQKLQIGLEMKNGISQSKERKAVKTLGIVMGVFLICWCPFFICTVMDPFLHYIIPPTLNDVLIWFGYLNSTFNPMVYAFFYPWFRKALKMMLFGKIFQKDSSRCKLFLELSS
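Repeats: no replicates (n 1) | Material: CHO-derived RD-HGA16 cells with stable Gα16 and human TAAR1 | Technique: Kinetic Fluo-8 calcium fluorescence | Schedule: 17-24 h seeding, 75 min 37 °C dye, 30 min RT | Evaluation: % activation from peak over basal fluorescence ratio, DMSO-to-PEA scaled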
CHRM1 PAM – human M1 muscarinic receptor positive allosteric modulators, primary screen, CHO-K1 cells, Fluo-8 calcium fluorescence, 1536-well. Muscarinic acetylcholine receptor M1 (Homo sapiens), P11229. CHO-K1 hM1, ACh EC20; 0% = ACh EC20, 100% = maximal ACh. activation, % at 3 µM. AID 588819, 2011. 360,000 compounds, 0.088% hits; in the data active = activation above about 19%, passing the limit was not always enough
CHRM1 antagonist – human M1 muscarinic receptor antagonists, primary screen, CHO-K1 cells, Fluo-8 calcium fluorescence, 1536-well; Muscarinic acetylcholine receptor M1 (Homo sapiens), P11229; CHO-K1 hM1, ACh EC80 antagonist; inhibition, % at 3 µM; 360,000 compounds, 1.3% hits; AID 588852, 2011;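 active = percent inhibition above its own plate's cutoff, namely the mean of that plate's compound wells plus 3 SD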;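 also: peak over basal fluorescence ratio during 140 s after agonist addition; 0% = ACh EC80 plus DMSO and 100% = DMSO alone without agonist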
CHRM4 agonist – human M4 muscarinic receptor agonists, primary screen, CHO-K1 cells, Fluo-8 calcium fluorescence; Muscarinic acetylcholine receptor M4 (Homo sapiens), P08173; CHO-K1 hM4/Gqi5; vehicle 0%, full acetylcholine response 100%; activation, % at 3 µM; 360,000 compounds, 0.14% hits;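 active = activation above the run mean over all test wells plus 3 SD, cut at about 32% in these data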;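 also: peak over basal fluorescence ratio per well then scaled between controls; 0% = DMSO wells and 100% = acetylcholine at EC100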
CHRM1 agonist – human M1 muscarinic receptor agonists, primary screen, Fluo-8 calcium fluorescence, CHO-K1 cells, HTS; Muscarinic acetylcholine receptor M1 (Homo sapiens), P11229; CHO-K1 hM1, agonist mode; 0% DMSO, 100% acetylcholine EC100; activation, % at 3 µM; 360,000 compounds, 0.33% hits; AID 588814, 2011;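 active = activation above the run's mean compound activation plus 3 SD, cut at about 16% in these data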;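 also: peak over basal fluorescence ratio within a 140 s kinetic read after compound addition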
CHRM5 PAM – human M5 muscarinic receptor positive allosteric modulators, primary screen, CHO-K1 cells, Fluo-8 calcium fluorescence; Muscarinic acetylcholine receptor M5 (Homo sapiens), P08912; CHO-K1 hM5, ACh EC20 PAM; 0% = ACh EC20, 100% = ACh EC100; 360,000 compounds, 0.3% hits; activation, % at 3 µM; AID 624038, 2012;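 active = activation above the run cutoff, the mean activation of all test compounds plus 3 SD, cut at about 18% in these data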
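Assay system: CHO-K1 hM5 cells / Incubation: Fluo-8 loading 80 min at 37 °C plus 30 min room temperature / Technique: Fluo-8 calcium dye fluorescence, kinetic read / Repeats: single replicate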
M5 antag – human M5 muscarinic receptor antagonists, primary screen, CHO cells, Fluo-8 calcium fluorescence | 360,000 compounds, 0.59% hits | inhibition, % at 3 µM | CHO-hM5 cells, ACh EC80;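 active = inhibition above a per-plate cutoff, the mean of that plate's test compounds plus 3 SD, cut at about 27% in these data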;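 also: 0% = acetylcholine EC80 with DMSO and 100% = DMSO without agonist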
* marks the source's active call; other numbers are inactive results; . = not tested or not shown. The list is partial. The share of hits here may be higher or lower than overall.

structure	CHRM4 antagonist	CHRM5 agonist	TAAR1 agonist	CHRM1 PAM	CHRM1 antagonist	CHRM4 agonist	CHRM1 agonist	CHRM5 PAM	M5 antag
CC[C@H](C)[C@H](NC(N)=O)C(=O)NCCc1ccc(Cl)cc1	-9	-4	-1	5	-7	1	-3	-9	-13
Cc1[nH][nH]c(=O)c1N=Nc1ccccc1	-6	-1	2	11	-11	0	-3	6	1
Cc1ccccc1NC(=O)C1CCC(=O)N1 (stereo unspecified)	-8	0	2	11	-17	0	0	-2	6
CC(C)[C@H](NC(=O)C1CCN(S(=O)(=O)c2ccc(F)cc2)CC1)C(=O)N1CCCC1	1	1	4	5	-9	1	-3	9	-4
CSC[C@H]1CN(c2ccccc2)C(=O)[C@@H]1CC(=O)Nc1ccccc1	-26	-1	0	6	-10	6	-5	2	-6
CCc1c(C2(O)CCCCC2)[nH]c2ncccc12	0	-2	5	-7	13	1	-6	6	7
COC(=O)c1cccc(CC2(C)C(=O)Nc3cc(-c4ccccc4Cl)ccc32)c1 (stereo unspecified)	-8	-1	2	6	-9	-1	-1	-4	3
c1ccc(SCCN2CCN(c3ccccc3)CC2)cc1	-10	-4	0	4	3	1	-7	0	17
O=C(O)c1ccc(Nc2nc(-c3cccnc3)cs2)cc1	-3	-1	1	15	-16	0	-2	3	9
O=C(O)c1nn(-c2ccc(Cl)cc2)ccc1=O	4	-2	1	10	-17	0	-2	-2	-3
COc1ccc(CN2C(=O)c3cccc4cccc(c34)C2=O)cc1	4	1	0	7	-2	0	-1	-3	6
CCc1nnc(NS(=O)(=O)c2ccc(NC(=S)NC(=O)c3ccc(F)cc3)cc2)s1	1	-3	-1	12	-15	0	-5	-5	3
COc1ccccc1N1CCN(C(=O)c2cccs2)CC1	6	-3	6	1	4	3	-3	-2	5
COCc1nc(-c2cc(OC)c(OC)c(OC)c2)no1	2	1	3	9	-10	1	1	5	-2
CC(C)NC(=O)CN(C)S(=O)(=O)c1ccc(F)cc1	0	-2	2	7	-10	0	0	0	-4

Look-ups from the results shown.
In CHRM4 agonist, COC(=O)c1cccc(CC2(C)C(=O)Nc3cc(-c4ccccc4Cl)ccc32)c1 (stereo unspecified) shows -1
In CHRM4 agonist, COCc1nc(-c2cc(OC)c(OC)c(OC)c2)no1 shows 1

Additional structures:
structure	CHRM4 antagonist	CHRM5 agonist	TAAR1 agonist	CHRM1 PAM	CHRM1 antagonist	CHRM4 agonist	CHRM1 agonist	CHRM5 PAM	M5 antag
Cc1nnc(SCC(=O)NC2CCCc3c2cnn3-c2ccccc2F)o1 (stereo unspecified)	2	-4	0	5	-5	2	-3	-3	0
COc1cccc(CN2CCN(C(=O)c3ccco3)CC2)c1	-7	-1	-1	3	-17	1	-6	-1	5
COc1ccc(CNS(=O)(=O)c2cc3c4c(c2)CCN4C(=O)CC3)cc1	-13	-5	3	0	-2	2	-2	-1	-3
Cc1ccc(-n2c(SCC(=O)Nc3cc(C)on3)nc3c(c2=O)SC(C)C3)cc1 (stereo unspecified)	-7	3	-3	2	-10	1	-6	-2	1
COc1cc(NC(=O)COC(=O)c2cc(S(=O)(=O)N3CCOCC3)ccc2F)cc(OC)c1	-1	5	2	-9	10	2	-2	4	10
CN(C)C(CNC(=O)CCCN1C(=O)c2cccc3cccc(c23)C1=O)c1ccccc1 (stereo unspecified)	5	-5	6	0	2	5	-11	-4	14
COc1ccc(S(=O)(=O)NCCCCC(=O)O)cc1C(=O)O	0	3	0	8	-12	4	-1	-3	9
Cc1nc(SC(C)C)[nH]c(=O)c1Cc1ccccc1	10	-4	1	8	-9	.	-6	-4	5
NS(=O)(=O)c1ccc(CCNC(=O)CSc2ccsc2[N+](=O)[O-])cc1	-1	-2	4	4	-2	0	-9	0	-11
COCCNc1nnc(Cc2ccccc2)c(=O)[nH]1	-3	0	7	12	-11	1	-1	3	-1
Cc1nnc(SCc2ccccc2)n1N	3	-3	11	3	-10	1	-4	4	3
O=C(Cc1coc2ccc3ccccc3c12)N1CCCC1	15	-4	21	1	4	1	-5	0	9
NC(=O)C1CCN(C(=O)CSCc2ccccc2Cl)CC1	7	-10	3	7	1	0	-2	6	5
Cc1noc(-c2ccccc2)c1NC(=O)Nc1ccc(Cl)cc1	37*	-2	7	-24	41*	10	0	-20	23
NC(=O)Cc1ccc(C(=O)c2ccccc2F)s1	5	1	1	-9	3	1	-3	2	-6

structure	CHRM4 antagonist	CHRM5 agonist	TAAR1 agonist	CHRM1 PAM	CHRM1 antagonist	CHRM4 agonist	CHRM1 agonist	CHRM5 PAM	M5 antag
O=C(c1cc(-c2ccc(O)cc2)on1)N1CCN(c2ccc(F)cc2)CC1	-4	4	1	-9	13	26	5	-20	10
O=C(CN1CCCc2ccccc21)Nc1cccc(S(=O)(=O)N2CCOCC2)c1	9	-4	5	-3	13	1	-5	-1	2
Cc1nc(N2CCC(C(N)=O)CC2)c2c(-c3cccs3)csc2n1	-10	-5	2	-1	10	6	-4	-2	0
O=C(Nc1ccc(Cl)c(S(=O)(=O)N2CCOCC2)c1)c1cn2ccccc2n1	2	2	-1	5	12	2	-3	-4	-3
COc1ccccc1C(=O)NC(=S)/C=C1/N(C)c2ccccc2C1(C)C	11	-3	0	-12	27	5	-9	-15	19
N#C/C(C(=O)NCc1ccco1)=C1/SC(Cc2ccc(Cl)cc2)C(=O)N1c1ccccc1 (stereo unspecified)	-2	0	24	-2	-17	3	0	3	-4
Cc1scc(C(=O)N2CCN(S(C)(=O)=O)CC2)c1-c1ccccc1	3	2	1	1	1	1	-5	-5	12
Cc1ccccc1NS(=O)(=O)c1nnc(NC(=O)c2ccccc2C)s1	-9	2	1	10	-10	1	-1	0	-5
O=C(Cn1ncn2c(cc3ccccc32)c1=O)NCCc1cccs1	6	-4	.	12	-14	1	-3	1	8
O=C(Nc1ccccc1N1CCCCC1)c1ccc(F)cc1	10	-1	22	-13	7	-2	-3	1	1
COc1cc(NC(=O)c2cc(C)nc3ccccc23)cc(OC)c1	2	-1	3	2	-1	1	-5	-1	-5
Cc1nccn1CCc1n[nH]c(=S)n1Cc1ccccc1	22	-11	8	-21	60*	0	-5	-15	33*
O=C(O)c1ccc2c(c1)C(=O)N(CCC1=CCCCC1)C2=O	-4	3	9	9	-11	1	-2	2	-9
O=C(CN1CCN(C(=O)c2ccc(OCc3cn4ccccc4n3)cc2)CC1)Nc1cccc(F)c1	1	3	3	-8	0	8	0	-14	14
CC(=O)Nc1ccc(S(=O)(=O)C(C#N)c2nc3ccccc3nc2NCCCO)cc1 (stereo unspecified)	4	-1	1	-4	-10	0	-2	9	-1

structure	CHRM4 antagonist	CHRM5 agonist	TAAR1 agonist	CHRM1 PAM	CHRM1 antagonist	CHRM4 agonist	CHRM1 agonist	CHRM5 PAM	M5 antag
Cc1ccc(OCC(=O)N(Cc2cccs2)C2CCS(=O)(=O)C2)cc1C (stereo unspecified)	0	3	4	-4	8	17	-2	-15	18
O=C(c1ccco1)N1CCCC(c2nc(-c3ccc(S(=O)(=O)NCc4ccccc4)cc3)no2)C1 (stereo unspecified)	5	7	16	-20	23	23	-6	-21	13
Cc1cc(-n2cnc3c(=O)[nH]cnc32)ccc1N	10	-2	5	5	-1	0	-1	-2	7
NCCCNC(=O)Cn1c(=O)c2c3c(sc2n(Cc2ccccc2)c1=O)CCCC3	-5	-7	-2	0	-10	0	-9	0	9
CCCn1cc(S(=O)(=O)c2ccccc2)c(=O)c2cc(OC)c(OC)cc21	-6	-2	-1	10	-9	3	-4	3	12
COc1ccc(-c2nnc(NC(=O)c3ccc(S(=O)(=O)N4COCC4(C)C)cc3)o2)cc1	-7	-4	15	0	2	3	-1	-9	-3
CCOC(=O)c1cnc(-n2[nH]c(C)cc2=O)[nH]c1=O	-4	6	2	-1	-6	10	-5	-1	-2
COc1ccc(CC(=O)NC(C)CCc2ccccc2)cc1OC (stereo unspecified)	-11	0	4	7	-12	4	4	-6	2
O=C(NCc1ccc2c(c1)OCO2)NC1CCCCC1	-10	0	7	14	-12	1	-9	15	-2
COc1cc(/C=C(/C#N)c2ccccc2F)ccc1OCc1ccccc1	-1	-2	5	4	-6	0	-4	-5	1
COCCNC(=O)CSc1nc2cc(OC)c(OC)cc2c(=O)n1Cc1ccco1	0	7	9	2	2	2	-3	3	-3
CCOc1ccc(-c2nnn(CC(=O)NCc3ccc4c(c3)OCO4)n2)cc1	-4	3	-4	5	-2	1	-1	-5	8
COc1ccc(NC(=O)c2ccc3nccnc3c2)cc1	11	0	12	0	5	3	-3	-6	0
CCc1ccc(/C=C2/SC(=S)N(CCC(=O)Nc3cccc(C(=O)O)c3)C2=O)cc1	-4	-2	0	5	-10	0	-3	-3	-2
Cc1cccc(CC2CC(=O)N(c3ccc([N+](=O)[O-])cc3)C2=O)c1 (stereo unspecified)	9	-1	-1	2	-9	0	-9	-6	4

structure	CHRM4 antagonist	CHRM5 agonist	TAAR1 agonist	CHRM1 PAM	CHRM1 antagonist	CHRM4 agonist	CHRM1 agonist	CHRM5 PAM	M5 antag
COc1ccccc1CNC(=O)C1CCN(C(=O)c2sccc2-n2cccc2)CC1	-15	-1	3	4	-6	0	-1	-2	3
CC(C)c1cc(C(=O)N/N=C/C=C/c2ccccc2)n[nH]1	7	0	3	6	0	1	-6	2	-10
CCC(C)N(C(=O)COC(=O)C1C(C(=O)OC)=C(C)NC(C)=C1C(=O)OC)C1CCS(=O)(=O)C1 (stereo unspecified)	-2	-1	13	10	1	0	-8	1	3
N#CC(C(=O)Nc1cccc(Cl)c1)=C1Nc2ccccc2N1	15	1	2	-4	15	3	-2	-2	0
COCCNc1nc(Oc2ccc(Cl)c(Cl)c2)c2sccc2n1	-4	0	5	7	-10	1	-4	3	-4
CCc1ccccc1-n1nnnc1SCC(=O)Nc1cc(C)on1	5	-1	5	4	-1	2	0	2	17
O=C1C=C(c2ccc(F)cc2OCc2ccccc2)C[C@@H](c2ccc3c(c2)OCO3)C1	-3	2	9	12	-13	1	1	10	8
Cc1ccccc1CSc1nnc(-c2ccccc2)c(=O)[nH]1	-10	1	3	7	-2	1	-1	1	-14
COc1ccccc1CP(=O)(c1ccccc1)c1ccccc1	-2	1	-2	0	6	0	-3	-2	-2
Cc1ccccc1S(=O)Cc1ccc(C(=O)N2CCN(C(=O)c3ccco3)CC2)o1 (stereo unspecified)	-12	-6	5	5	-10	4	-5	0	1
CCOc1ccc2nc(NC(=O)CS(=O)(=O)c3ccc(C)cc3)sc2c1	1	0	6	3	-2	6	-2	-8	7
[O-][n+]1c2c(nn1-c1ccccc1)/C(=N/O)CCC2	-1	-2	1	11	-10	1	-6	-4	-1

Screening data (PubChem BioAssay)
